High-throughput results deposited in PubChem by National Center for Advancing Translational Sciences (NCATS).
TDP1 block = qHTS Assay for Inhibitors of Tyrosyl-DNA Phosphodiesterase (TDP1); hit rate 0.28% among 350,000; Potency, µM (titrated, usually from 130 µM), for the others: at the highest dose activity change, negative = inhibition, actives largely listed as inhibitors; recombinant TDP1, AlphaScreen DNA substrate cleavage; Tyrosyl-DNA phosphodiesterase 1 (Homo sapiens), Q9NUW8; note: nearly all actives have a fitted effect of over 40% in size
Target sequence (Q9NUW8 whole entry, looked up): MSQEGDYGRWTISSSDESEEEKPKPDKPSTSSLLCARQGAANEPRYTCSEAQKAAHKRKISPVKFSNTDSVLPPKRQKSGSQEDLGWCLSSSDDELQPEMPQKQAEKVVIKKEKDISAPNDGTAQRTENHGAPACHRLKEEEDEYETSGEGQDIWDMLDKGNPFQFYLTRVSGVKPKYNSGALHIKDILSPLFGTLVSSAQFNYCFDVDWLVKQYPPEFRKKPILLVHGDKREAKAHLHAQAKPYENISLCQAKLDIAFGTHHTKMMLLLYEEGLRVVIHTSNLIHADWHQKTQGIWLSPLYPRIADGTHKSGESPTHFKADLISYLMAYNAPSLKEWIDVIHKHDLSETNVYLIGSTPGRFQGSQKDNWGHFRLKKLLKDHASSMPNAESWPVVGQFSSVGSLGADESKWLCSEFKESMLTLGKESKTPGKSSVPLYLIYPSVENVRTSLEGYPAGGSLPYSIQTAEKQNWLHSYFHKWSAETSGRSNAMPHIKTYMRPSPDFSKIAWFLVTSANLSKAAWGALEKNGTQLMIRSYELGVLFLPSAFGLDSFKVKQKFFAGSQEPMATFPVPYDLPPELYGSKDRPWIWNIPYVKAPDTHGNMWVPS
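Tdp1 1 nM final; 15 min RT w/ cpd; substrate 15 nM, 5 min; beads 10 ug/ml, 10 min; AlphaScreen read. Neg ctrl: no enzyme.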
TDP1 cell noCPT = qHTS for Inhibitors of human tyrosyl-DNA phosphodiesterase 1 (TDP1): qHTS in cells in absence of CPT; DT40 Tdp1-/- hTDP1 cells, no CPT, ATP luminescence, 48 h; hit rate 15% among 420,000; Potency, µM (highest dose often 46.2 µM), inactives show at the top dose activity change, negative = growth inhibition, hits mostly inhibitors; note: nearly all actives have a fitted effect of over 55% in size
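DT40 Tdp1-/-;hTDP1 cells, no CPT (DMSO vehicle only), 400 cells/well; compounds pin-transferred; ≥48 hr, 37 °C; CellTiter-Glo 30 min RT dark, luminescence read.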
KAT2A inh = qHTS Assay for Inhibitors of GCN5L2; Potency, µM (highest dose often 58.9 µM), without a hit: at the top dose activity change, negative = inhibition, actives largely listed as inhibitors; hit rate 0.21% among 390,000; Histone acetyltransferase KAT2A (Homo sapiens), Q92830; GCN5L2 HAT assay, ThioGlo1 CoA-SH fluorescence
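Fluorescence readout, Ex340nm/Em540nm: ThioGlo1 (50uM final) reacts with free CoA thiol released as 20nM GCN5L2 acetylates H3(1-25) peptide (75uM) using acetyl-CoA (70uM). Compound and enzyme sat 15 min beforehand; 20 min room-temperature reaction.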
Active calls of the source: *; ? = inconclusive; . = not tested or not shown; & = joins results of further samples; [ ] = another dose, or the depositor's remark. Calls come from the whole dose curve; as a rule, active = well fitted curve in the direction sought with a large enough effect; inconclusive = small, poorly fitted or top-dose-only effect, or another doubt; inactive = no such curve, though single readings can be large; an effect the other way counts as inactive or inconclusive. % is set by controls: 0 for no effect and ±100 for the full control effect; potency is the fitted concentration of half-maximal effect.

No.	Molecule	KAT2A inh	TDP1 block	TDP1 cell noCPT
1	Cc1cc(OCC(=O)N2CCC(C(=O)O)(c3ccccc3)CC2)c2c(C)cc(=O)oc2c1	?	.	21%
2	COc1ccccc1NC(=O)Cn1c(=O)oc2cc(S(=O)(=O)N3CCCC3)ccc21	2%	.	?
3	COc1ccc(-n2c(O)c(C=NCCCn3ccnc3)c(=O)[nH]c2=O)cc1	-2%	1%	-26%
4	CC(N)C(=O)OC(C)(C)Cc1ccc(Cl)cc1 (stereo not given)	2%&-6%	12%&11%[56.1 µM]	?
5	O=C(Nc1cccc(Cl)c1)OC1CN2CCC1CC2 (stereo not given)	-5%	-1%	5.2µM*
6	Cc1ccc(-n2c(/C=C/c3ccc(Br)s3)nc3ccccc3c2=O)cc1C	-2%	3%	?
7	O=C1CC(=O)N(c2ccc3c(c2)OCO3)C(=O)N1	-2%	0%	-16%
8	COC(=O)c1ccc(N2CCN(C)CC2)c([N+](=O)[O-])c1	4%	5%	0%
9	Cc1cccc(OP(=O)(NCc2ccccc2)Oc2cccc(C)c2)c1	5%	-4%	26µM*
10	CCCCN1C(=O)NC(=O)C2(Cc3cc(C)ccc3N(C)C2)C1=O (stereo not given)	-18%	12%	13µM*
11	CN(C)S(=O)(=O)c1cc(NC(=O)C[N+]23CCN(CC2)CC3)ccc1Cl	-2%	-4%	1%
12	CC1(C)OC(c2ccccc2)=C/C(=C/C=C2C(=O)NC(=O)NC2=O)O1	-4%	-1%	?
13	CCC1=Nc2cc(C(=O)N3CCC4(CC3)OCCO4)ccc2Sc2ccc(C)cc21	1%	8%	?
14	CC(C)c1ccc(OCC(=O)N2CCN(C)CC2)c(Br)c1	-16%	-2%	-11%
15	Cc1ccc(N2C(=O)NC(=O)/C(=C\c3cc(C)n(-c4cc(C(=O)O)cc(C(=O)O)c4)c3C)C2=O)cc1	?	.	0%
16	C#CCOc1cc(C2C3=C(COC3=O)Nc3cc4c(cc32)OCO4)ccc1OC (stereo not given)	-6%	1%	-61%
17	CN1C2CCC1C(C(=O)O)C(O)C2 (stereo not given)	-2%	?	-11%
18	O=C(Cc1ccccc1)N1CCN(Cc2cccc(Br)c2)CC1	2%	-2%	?
19	Cc1cc(=O)oc2cc(OCC(=O)N3CCN(Cc4ccc5c(c4)OCO5)CC3)ccc12	-16%	5%	-19%
20	CCOC(=O)C1(CCc2ccccc2)CCN(C2CCSCC2)CC1	2%	3%	6.5µM*
21	Cc1ccc(C2CC(=O)C(C=NCCN3CCN(C(=O)Cc4ccccc4)CC3)=C(O)C2)cc1 (stereo not given)	13%	4%	?
22	CC1(C)S[C@H]2[C@@H](N)C(=O)N2[C@H]1C(=O)O	4%	16%[56.1 µM]	-14%
23	COC1C=CC23c4cc5c(cc4CN(CC2O)C3C1)OCO5 (stereo not given)	0%	.	1.3µM*
24	Cc1ncc(CC(=O)n2cc(C(=O)c3cc(Cl)ccc3O)cn2)s1	-2%	6%	?
25	Nc1c(C(=O)NCCN2CCOCC2)c2nc3ccccc3nc2n1Cc1ccccc1	-5%	1%	23µM*
26	COc1ccc(F)cc1C(=O)C1CCCN(Cc2cnc(C)s2)C1 (stereo not given)	-8%	.	-17%
27	C=CCn1c(O)c(/C=N/NC(=O)CCCC)c(=O)[nH]c1=S	0%	10%	-1%
28	CCCCCCn1c(=O)c(C(=O)Nc2nc(CC(=O)OCC)cs2)c(O)c2ccccc21	-6%	5%	3.7µM*
29	Cc1ccc2c(c1)C1CN(C)CCC1N2C(=O)COc1ccc(N(C)S(=O)(=O)c2cccs2)cc1 (stereo not given)	-7%	5%	?
30	O=C(c1ccc(N2CCCCCC2)c([N+](=O)[O-])c1)N1CCC2(CC1)OCCO2	-6%	3%	-27%
31	C#C[C@@]1(O)CCC2C3CCC4=C/C(=N/OCC(=O)NC(C(=O)NC(CC(C)C)C(=O)O)C(C)C)CC[C@]4(C)C3CC[C@@]21C (stereo not given in full)	-12%	.	21%
32	COc1cc(Cl)ccc1Nc1ncc(C(=O)N2CCN(c3ccccc3OC)CC2)c2ccccc12	-2%	-6%	5.8µM*
33	COc1c(O)ccc2c1-c1c3c(cc4c1C(C2)N(C)CC4)OCO3 (stereo not given)	-5%	-7%	-13%
34	CC(OC(=O)COc1ccc(Nc2ccccc2)cc1)C(=O)N(C)c1ccccc1 (stereo not given)	-6%	.	?
35	CCC12C=CCN3CCC4(c5ccc(OC)cc5N(C)C4[C@@](O)(C(=O)OC)C1OC(C)=O)C32 (stereo not given in full)	2%	9%[56.1 µM]	-10%
36	O=C(Nc1cccnc1)c1c(O)c2c(n(Cc3ccccc3)c1=O)CCCC2	-6%	6%	?
37	COc1cc2c(cc1OC)C(C(=O)N(C)C1CCCCC1)C1CCCCN1C2=O (stereo not given)	0%	-1%	?
38	COc1ccc(C(CNC(=O)c2ccc3c(c2)CCC3)N(C)C)cc1 (stereo not given)	-3%	6%	?
39	O=C(c1ccc2c(c1)N(Cc1c(F)cccc1Cl)C(=O)c1ccccc1S2)N1CCC2(CC1)OCCO2	-10%	5%	23µM*
40	CN(C)C(=Nc1ccccc1)P(=S)(N(C)C)N(C)C	-6%	11%	-11%
41	O=c1[nH]c(=S)n(Cc2ccco2)c(O)c1C=NCc1cccs1	-9%[0.501 µM]	-5%	4%
42	COc1ccc(P2(=O)Nc3ccccc3N2)cc1	-13%	-5%	?
43	Ic1c(C2=CCCCC2)[se]c2ccccc12	15%[88.6 µM]	2%	.
44	Cc1ccccc1-n1nc(C)c2c1NC(=O)CSC2c1ccc(Cl)cc1 (stereo not given)	-3%	6%	?
45	CC(C)N(Cc1nccn1C)C(=O)CCc1nnc(CCCc2ccccc2)o1	20%	3%	?
46	CC(=NCCCN1CCOCC1)c1c(O)n(-c2ccccc2C)c(=O)[nH]c1=O	-12%	-3%	-5%
47	O=C(O)CN1C(=O)CN=C(c2ccccn2)c2cc(Cl)ccc21	11%	-1%	-7%
48	CCOc1ccc(N2CC(c3nc4ccccc4n3CCC3CCCCC3)CC2=O)cc1 (stereo not given)	-10%	5%	5.2µM*
49	CCOc1ccccc1CN1C2CCC1CC(c1ccc(C)cc1)C2 (stereo not given)	-4%	.	18µM*
50	CCN1C[C@]2(COC(=O)c3ccccc3N3C(=O)CC(C)C3=O)CC[C@H](OC)[C@@]34C5C[C@@H]6[C@@H](OC)C[C@@](O)(C5[C@H]6OC)[C@](O)([C@@H](OC)C23)[C@@H]14 (stereo not given in full)	-13%	4%	14%
51	COc1ccc(C(CC(=O)N2CCC3(CC2)OCCO3)NS(=O)(=O)c2ccc(C)cc2)cc1 (stereo not given)	-1%	-3%	-8%
52	O=C(COC(=O)Cc1ccccc1)NC(=O)NC1CCCCC1	-3%	-11%	0%
53	Oc1ccc(Cl)cc1	0%&-3%&-10%	1%	-4%&-7%&-4%
54	COc1ccc(C2/C=C\CN(C(=O)Oc3ccccc3)CC(=O)N2Cc2ccc(F)cc2)cc1 (stereo not given)	-6%	10%&2%	?
55	COc1cc(OC)cc(-n2nc(C(=O)N3CCC4(CC3)OCCO4)c3ccccc3c2=O)c1	3%	5%	-29%
56	Cc1cccc2c3c(ccc12)C1=C(C(=O)C3=O)C(C)CO1 (stereo not given)	32µM*	22%	-95%
57	Cn1c(O)c(C(c2ccccn2)c2c(O)n(C)c(=S)n(C)c2=O)c(=O)n(C)c1=S	-7%	.	-3%
58	CCC(C)n1c(O)c(C(c2ccccn2)c2c(O)n(C(C)CC)c(=S)[nH]c2=O)c(=O)[nH]c1=S (stereo not given)	-6%	.	0%
59	COc1ccc(NC(=O)N2CCC3(CC2)OCCO3)cc1OC	-4%	3%	1%
60	CC([C@H](O)c1ccccc1)N(C)C (stereo not given in full)	9%	-7%[56.1 µM]	.

Continuation.
No.	Molecule	KAT2A inh	TDP1 block	TDP1 cell noCPT
61	Cc1ccc(S(=O)(=O)c2nnn3c2nc(N2CCC(C(N)=O)CC2)c2cc(Cl)ccc23)cc1C	-11%	4%	5.2µM*
62	O=C1CN=C(c2ccc(Cl)cc2)c2oc3ccccc3c2N1	1%	.	0%
63	Cc1nc2ccc(Cl)cc2c(=O)n1-c1ccccc1Cl	-2%	.	-85%
64	O=C(Oc1ccccc1)N1CCC2(CCN(Cc3ccncc3)CC2)CC1	-11%	.	?
65	O=C(COc1ccc2ccc(=O)oc2c1)N1C[C@H]2C[C@@H](C1)c1cccc(=O)n1C2	-4%	.	2%
66	O=C(COc1ccc(Br)cc1)N1CCN(C2CCCC2)CC1	-3%	7%	1%
67	Cc1ccc(N2C(=O)NC(=O)/C(=C\c3cnc(-c4ccccc4)nc3)C2=O)cc1	40%[activator]	.	?
68	C[n+]1ccc(-c2ccccc2)c2ccccc21	-10%	2%	2.6µM*
69	Cc1c(C)c2ccc(OCC(=O)N3CCC(C(=O)O)(c4ccccc4)CC3)c(C)c2oc1=O	-10%	.	6%
70	COC(=O)C(O)(c1c(C)[nH]c2ccccc12)C(F)(F)F (stereo not given)	8%	0%	-14%
71	C[C@]12CCC3[C@@H](CCC4=CC(=O)CC[C@@]43CO)C1CCC2=O (stereo not given in full)	-10%	.	-26%
72	O=C(Nc1ccc(Oc2ccccc2)cc1)c1ccc(F)c(S(=O)(=O)N2CCN(c3cccc(Cl)c3)CC2)c1	-10%	3%	3.7µM*
73	CNC(=O)ON(C(=O)NC)C1N(C)C(=S)SC1(C)C (stereo not given)	2%	-2%	-25%
74	CCN[C@]1(c2cccs2)CCCCC1=O	6%[21.4 µM]	14%[21 µM]	.
75	CCOc1ccc(S(=O)(=O)NCc2ccc3c(c2)OCO3)cc1C	-4%	1%	12%
76	CCC1(c2ccccc2)C(=O)NC(=O)N(C(=O)c2ccccc2)C1=O (stereo not given)	-2%	9%	-21%
77	Cc1ccc(Cn2cc(C=O)c(-c3ccc(C)cc3)n2)cc1	-8%	4%	?
78	O=C1C[C@@H](c2ccc(O)cc2)Oc2cc(O)cc(O)c21	0%	0%	-19%
79	CC(C)CCn1c(=O)c(C(=O)Nc2ccccc2S(N)(=O)=O)c(O)c2ccccc21	-2%	2%	5.2µM*
80	CC(=NCc1cccnc1)c1c(O)n(-c2ccc(C)cc2)c(=O)[nH]c1=O	5%	-1%	0%
81	N/C(=N\[N+](=O)[O-])NCCCC(NC(=O)CNC(=O)c1ccccc1)C(=O)O (stereo not given)	4%	-1%	0%
82	COc1ccccc1N=c1scc(-c2ccc(S(=O)(=O)N3CCCC3)cc2)n1C	-12%	1%[12.3 µM]	2.9µM*
83	CCCCn1nc(C)c(C(=O)O)c1Cl	22%	2%	-7%
84	C[C@@H]1O[C@H](O[C@@H]2CC[C@@]3(C=O)[C@H]4CC[C@@]5(C)[C@@H](C6=CC(=O)OC6)CC[C@@]5(O)[C@@H]4CC[C@]3(O)C2)C[C@H](O)[C@@H]1O	-4%[21.4 µM]	10%[21 µM]	.
85	COc1ccc2nc(NC(=O)c3nc(S(=O)(=O)Cc4cccc(C)c4)ncc3Cl)sc2c1	-22%	-2%	2.1µM*
86	O=C(c1cc(-c2cccnc2)nc2ccc(Cl)cc12)N1CCC2(CC1)OCCO2	4%	3%	?
87	O=C(/C=C/c1ccccc1)C1C(=O)c2ccccc2C1=O	-2%	3%	4.6µM*
88	Cc1cc(C(=O)C[N+]23CCN(CC2)CC3)c(C)n1-c1ccc(Br)cc1	-9%	10%	-13%

Sorted by heavy-atom count (high to low): part of the list above
No.	Molecule	KAT2A inh	TDP1 block	TDP1 cell noCPT
84	C[C@@H]1O[C@H](O[C@@H]2CC[C@@]3(C=O)[C@H]4CC[C@@]5(C)[C@@H](C6=CC(=O)OC6)CC[C@@]5(O)[C@@H]4CC[C@]3(O)C2)C[C@H](O)[C@@H]1O	-4%[21.4 µM]	10%[21 µM]	.
61	Cc1ccc(S(=O)(=O)c2nnn3c2nc(N2CCC(C(N)=O)CC2)c2cc(Cl)ccc23)cc1C	-11%	4%	5.2µM*
81	N/C(=N\[N+](=O)[O-])NCCCC(NC(=O)CNC(=O)c1ccccc1)C(=O)O (stereo not given)	4%	-1%	0%
80	CC(=NCc1cccnc1)c1c(O)n(-c2ccc(C)cc2)c(=O)[nH]c1=O	5%	-1%	0%
87	O=C(/C=C/c1ccccc1)C1C(=O)c2ccccc2C1=O	-2%	3%	4.6µM*
70	COC(=O)C(O)(c1c(C)[nH]c2ccccc12)C(F)(F)F (stereo not given)	8%	0%	-14%
83	CCCCn1nc(C)c(C(=O)O)c1Cl	22%	2%	-7%

Shown with two lines to a compound: entries from further up.
Fields – KAT2A inh	TDP1 block	TDP1 cell noCPT
20	CCOC(=O)C1(CCc2ccccc2)CCN(C2CCSCC2)CC1
 : 2%	3%	6.5µM*
21	Cc1ccc(C2CC(=O)C(C=NCCN3CCN(C(=O)Cc4ccccc4)CC3)=C(O)C2)cc1 (stereo not given)
 : 13%	4%	?

Not all compounds are listed. The share of hits here may be higher or lower than overall.
